Screening results as filed in PubChem.
NPYLR7 agonist – activates Aedes aegypti NPYLR7 receptor; activation, % at 10 µM; hit rate 0.15% among 270,000; HEK293T NPYLR7/Galpha15, GCaMP6s calcium fluorescence; in the data active = activation above about 40%;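 note: 0% = vehicle and 100% = reference agonist at the receptor; some compounds past the cut are filed as inactive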
hcGAS lum – human cGAS inhibition; Q8N884; recombinant h-cGAS, ATP depletion, Kinase-Glo luminescence; inhibition, % at 12.5 µM; hit rate 0.081% among 290,000; AID 1259398;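 note: 0% = vehicle reaction and 100% = reaction without DNA for no activity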
Target sequence (Q8N884 whole entry, looked up): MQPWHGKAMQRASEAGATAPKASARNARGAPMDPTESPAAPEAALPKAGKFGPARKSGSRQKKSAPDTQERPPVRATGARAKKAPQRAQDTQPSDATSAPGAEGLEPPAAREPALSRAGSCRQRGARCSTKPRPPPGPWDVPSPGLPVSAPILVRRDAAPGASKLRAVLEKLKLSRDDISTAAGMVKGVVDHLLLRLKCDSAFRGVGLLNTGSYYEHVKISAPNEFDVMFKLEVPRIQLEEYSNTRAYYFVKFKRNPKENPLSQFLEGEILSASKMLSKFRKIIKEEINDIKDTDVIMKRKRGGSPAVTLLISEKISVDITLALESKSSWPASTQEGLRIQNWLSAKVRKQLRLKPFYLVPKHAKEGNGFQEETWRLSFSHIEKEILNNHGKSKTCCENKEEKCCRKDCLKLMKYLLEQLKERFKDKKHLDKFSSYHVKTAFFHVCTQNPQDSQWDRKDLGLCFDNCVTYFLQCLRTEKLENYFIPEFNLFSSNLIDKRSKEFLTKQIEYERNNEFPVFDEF
mcGAS inh – inhibitors of mouse cGAS. Q8C6L5. recombinant cGAS, Kinase-Glo ATP depletion luminescence. inhibition, % at 12.5 µM. hit rate 0.15% among 160,000. AID 1259399;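 note: 0% = negative control wells and 100% = reference inhibitor with no enzyme activity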
Starred values were filed as active, the others as inactive; & = joins results of further samples. Cut-off read from the data, not from the text of the source, unless noted: active = inhibition above about 40%; inactive = the rest.

Fc1ccc(NCCNCc2ccccc2)c(F)c1 was read as NPYLR7 agonist 15.9, hcGAS lum -1.0 and mcGAS inh -1.2.
For C=CCNC(=O)COc1cccc2c(=O)n(CC)ccc12 the results were NPYLR7 agonist -1.6, hcGAS lum -9.1 and mcGAS inh -7.7.
Screening CCOC(=O)C1CCN(c2cc(Oc3cc(C)ccc3F)ncn2)CC1 returned NPYLR7 agonist -11.1, hcGAS lum -4.5 and mcGAS inh -5.7.
For Cc1cc(C)cc(OCC(=O)NNC(=O)c2c(C)cc(C)cc2C)c1 the results were NPYLR7 agonist -4.1 and hcGAS lum -5.9.
Cc1nc(C)n(CCCNC(=O)c2c3c(nn2C)CCCC3)n1 was read as NPYLR7 agonist 6.0 and hcGAS lum -6.2.
Screening Nc1ccc(S(=O)(=O)Nc2ccccn2)cc1 returned NPYLR7 agonist 1.4&1.2&-8.4&0.9, hcGAS lum -1.7&-8.2&-9.3&-0.1 and mcGAS inh -4.1&-1.6.
`Cc1ccc(OC(C)C(=O)NC(C)c2ccccc2)c(C)c1` (stereo not given) gave NPYLR7 agonist 1.5 and hcGAS lum -5.8.
For Cc1ccccc1COc1cn(CC(=O)NCc2ccc(F)cc2)c(C)cc1=O the results were NPYLR7 agonist 4.2, hcGAS lum 2.9 and mcGAS inh 1.4.
Screening Cc1ccc(-n2nnnc2SCc2ccccc2C#N)cc1 returned NPYLR7 agonist -6.3 and hcGAS lum -2.3.
For Nc1cccc2cnn(C(=O)C3CCCCN3C(=O)c3ccco3)c12 (stereo not given) the results were NPYLR7 agonist 0.2 and hcGAS lum -6.4.
COc1ccc(/C=C2/SC(=Nc3ccccc3)NC2=O)cc1OCc1ccccc1 was read as NPYLR7 agonist 1.3, hcGAS lum -3.4 and mcGAS inh -6.5.
For O=C(NCc1ncn[nH]1)[C@@]12CNC[C@@H]1CN(Cc1ccccc1)C2 the results were NPYLR7 agonist 7.7 and hcGAS lum -3.8.
O=C(c1cccc(C(F)(F)F)c1)N1CC(=O)N2CCc3cc(F)ccc3C2C1 (stereo not given) was read as NPYLR7 agonist -3.0, hcGAS lum -7.6 and mcGAS inh -8.5.
`O=C(c1ccc2c(=O)nc3c(-c4ccc(Cl)cc4)n[nH]n3c2c1)N1CCN(c2ccccc2)CC1` gave NPYLR7 agonist -2.4, hcGAS lum -0.4 and mcGAS inh -5.7.
Screening Cn1cc(S(=O)(=O)N2CCN(c3cccc(C(F)(F)F)c3)CC2)c(=O)n(C)c1=O returned NPYLR7 agonist 0.5, hcGAS lum -6.4 and mcGAS inh -6.0.
For CC(C)(CCl)C(=O)Nc1ccc(C2SCC(=O)N2c2ccc3c(c2)CCC3)cc1 (stereo not given) the results were NPYLR7 agonist -5.0, hcGAS lum 3.3 and mcGAS inh 1.8.
Screening CC(C)Cn1c(SC2CCOC2=O)nnc1-c1ccccc1F (stereo not given) returned NPYLR7 agonist 38.0 and hcGAS lum -1.6.
For Cc1ccc(CN(CCc2ccccc2)C(=O)CN(CCN2CCCC2)C(=O)CCc2ccccc2)o1 the results were NPYLR7 agonist 0.2, hcGAS lum 2.4 and mcGAS inh 1.7.
Screening Cc1cc(C)cc(-n2nc3c(c2NC(=O)c2ccc(S(=O)(=O)N(C)C)cc2)CSC3)c1 returned NPYLR7 agonist 2.3 and hcGAS lum -6.3.
`CCOC(=O)NNC(=O)Cc1ccc(CC(C)C)cc1` gave NPYLR7 agonist 3.4 and hcGAS lum 4.0.
Cc1nc(C)c2c(C)c(C(=O)Nc3ccc(N4CCN(C)CC4)cn3)sc2n1 was read as NPYLR7 agonist -3.4 and hcGAS lum -1.0.
For Cc1nc(N(C)CC(O)CN2CCN(C)CC2)nc(C)c1CC(C)C (stereo not given) the results were NPYLR7 agonist 2.6 and hcGAS lum -4.9.
`CCCCOC(=O)CCc1c(C)n[nH]c1C` gave NPYLR7 agonist 0.7 and hcGAS lum -6.4.
`Cc1ccc(C)c(CSc2ncc(CO)n2CC(=O)NC2CC2)c1` gave NPYLR7 agonist 10.1 and hcGAS lum 2.7.

Four successive compounds already listed, for reference:
O=C(c1cccc(C(F)(F)F)c1)N1CC(=O)N2CCc3cc(F)ccc3C2C1 (stereo not given) was read as NPYLR7 agonist -3.0, hcGAS lum -7.6 and mcGAS inh -8.5.
`O=C(c1ccc2c(=O)nc3c(-c4ccc(Cl)cc4)n[nH]n3c2c1)N1CCN(c2ccccc2)CC1` gave NPYLR7 agonist -2.4, hcGAS lum -0.4 and mcGAS inh -5.7.
Screening Cn1cc(S(=O)(=O)N2CCN(c3cccc(C(F)(F)F)c3)CC2)c(=O)n(C)c1=O returned NPYLR7 agonist 0.5, hcGAS lum -6.4 and mcGAS inh -6.0.
For CC(C)(CCl)C(=O)Nc1ccc(C2SCC(=O)N2c2ccc3c(c2)CCC3)cc1 (stereo not given) the results were NPYLR7 agonist -5.0, hcGAS lum 3.3 and mcGAS inh 1.8.

Later entries
Screening CC(C(N)=O)N1CCC=C(CN(C)C(=O)/C=C/c2ccccc2)C1 (stereo not given) returned NPYLR7 agonist 0.0 and hcGAS lum -0.7.
`CN(CCc1ccncc1)CC(=O)Nc1ccc(Cl)c(Cl)c1` gave NPYLR7 agonist 10.2 and hcGAS lum -1.5.
O=C(Nc1nc(SC23CC4CC(CC(C4)C2)C3)ns1)C1CCCO1 (stereo not given) was read as hcGAS lum -7.6 and mcGAS inh -3.0.
Screening CCc1ccccc1OCCN(C)C(=O)[C@H](C)NC(C)=O returned NPYLR7 agonist 2.7 and hcGAS lum -1.4.
Screening Cc1ccc(C2=NNC3(S2)C(=O)Nc2ccc(Br)cc23)cc1 (stereo not given) returned NPYLR7 agonist 8.5, hcGAS lum 18.8 and mcGAS inh -2.5.
Screening Cc1nc(C(C)NC(=O)c2csc3nc(-c4cccc(C(F)(F)F)c4)cn23)cs1 (stereo not given) returned hcGAS lum -5.6 and mcGAS inh -10.3.
CSc1ccc(C2N=C(N)Nc3nc4ccccc4n32)cc1 (stereo not given) was read as NPYLR7 agonist 7.6 and hcGAS lum -5.2.
`COc1ccc(-c2nn(-c3ccccc3C)cc2CN(C)Cc2nc(C)cs2)cc1F` gave NPYLR7 agonist -5.4 and hcGAS lum -0.7.
`CN(C)CC(C)(C)CNCC(=O)NC1CCCCCCC1` gave NPYLR7 agonist -4.7 and hcGAS lum 0.2.
`O=C1NCC2(CCCN(C(=O)c3csc(-c4cccs4)n3)C2)O1` (stereo not given) gave NPYLR7 agonist 9.0 and hcGAS lum -5.5.
Screening O=C(O)CCCCCn1c(=O)[nH]c2ccsc2c1=O returned NPYLR7 agonist 0.0 and hcGAS lum 0.0.
`O=S(=O)(c1ccc(Cl)cc1Cl)N1CCN(CCCOC(c2ccc(Cl)cc2)c2ccc(Cl)cc2)CC1` gave NPYLR7 agonist 4.3, hcGAS lum -3.9 and mcGAS inh -4.8.
Fc1ccc(-n2nnc3c(SCc4cccc(F)c4)ncnc32)cc1 was read as NPYLR7 agonist 1.7, hcGAS lum -1.3 and mcGAS inh -4.7.
For CNc1ccc2cccc(Oc3ccc4cccc(O)c4n3)c2n1 the results were NPYLR7 agonist -0.1 and hcGAS lum -3.9.
CC(=O)c1ccc2c(c1)N(Cc1ccc(F)c(Cl)c1)C(=O)C(C)S2 (stereo not given) was read as NPYLR7 agonist -1.3 and hcGAS lum 4.2.
`CCOC(=O)N1CCC(NC2CCCN(c3nc4ccccc4s3)C2)CC1` (stereo not given) gave NPYLR7 agonist 6.7 and hcGAS lum -2.6.
Screening COCCn1c(=O)c2c(nc3n(-c4cc(OC)ccc4OC)c(C)cn23)n(C)c1=O returned NPYLR7 agonist 1.3 and hcGAS lum -5.8.
Screening Cc1ccnc(SCc2cc(=O)c(OC(=O)c3cc4ccccc4o3)co2)n1 returned NPYLR7 agonist -12.6, hcGAS lum -1.2 and mcGAS inh -5.9.
`Cc1ccc(Oc2cc(N3CCNCC3)ncn2)cc1` gave NPYLR7 agonist -14.3 and hcGAS lum 4.6.
`COCCOC(=O)C1=C(C)NC(=O)NC1c1ccc(O)cc1` (stereo not given) gave NPYLR7 agonist 0.5 and hcGAS lum -8.7.
CC(SC1Cc2cc(Cl)ccc2Sc2ccccc21)C(N)=O (stereo not given) was read as NPYLR7 agonist -6.5 and hcGAS lum -6.5.
Cc1ccc(CCNC(=O)N2CC(C)OC(c3ccsc3)C2)cn1 (stereo not given) was read as NPYLR7 agonist 5.7, hcGAS lum -5.0 and mcGAS inh -5.0.
`COCCCN1CC23C=CC(O2)C(C(=O)O)C3C1=O` (stereo not given) gave NPYLR7 agonist 11.5 and hcGAS lum -7.1.
For Cn1c(C2c3[nH]c4ccccc4c3CCN2C/C=C/c2ccco2)nc2ccccc21 (stereo not given) the results were NPYLR7 agonist 4.8&-6.6, hcGAS lum -5.5&-1.8 and mcGAS inh -7.1&-3.3.
`O=C1c2cccc3c(N4CCCCC4)ccc(c23)C(=O)N1CCOC(=O)C12CC3CC(CC(C3)C1)C2` gave NPYLR7 agonist -5.1 and hcGAS lum -6.0.
`COc1ccc(OC)c(C(=O)Nc2cc(C)nn2-c2nc3ccccc3s2)c1` gave NPYLR7 agonist -8.8, hcGAS lum -3.0 and mcGAS inh -8.5.
CN1CCCN(C(=S)Nc2cc(Cl)ccc2Cl)CC1 was read as NPYLR7 agonist -4.6, hcGAS lum -8.7 and mcGAS inh -3.6.
For CC(C)COc1nc(-c2cccc(C(F)(F)F)c2)n(-c2ccc(NC(=O)c3cccc([N+](=O)[O-])c3)cc2)n1 the results were hcGAS lum -1.0 and mcGAS inh -7.8.
Screening N#Cc1c(N)cc(N)nc1SCc1ccc(Cl)c(Cl)c1 returned NPYLR7 agonist 1.3 and hcGAS lum -2.3.
`CNC(=O)c1cccnc1N1CCCC(COc2ccccc2)C1` (stereo not given) gave NPYLR7 agonist 2.2 and hcGAS lum -8.2.
`CCOc1ccc(OCC)c(Nc2c(C(=O)N3CCSCC3)cnc3ccc(Cl)cc23)c1` gave NPYLR7 agonist -4.2, hcGAS lum -4.4 and mcGAS inh -4.3.
`O=[N+]([O-])c1nn(-c2ccccc2)n(O)c1=Nc1ccccc1OC(F)F` gave NPYLR7 agonist -8.0 and hcGAS lum -3.0.
For CC(Nc1nc2ccccc2s1)C(=O)N1CCSCC1 (stereo not given) the results were NPYLR7 agonist 5.1&6.3 and hcGAS lum -3.8&-7.0.
`COc1ccc(N2C(=O)CSC23C(=O)Nc2ccccc23)cc1Cl` (stereo not given) gave NPYLR7 agonist 5.2, hcGAS lum -2.3 and mcGAS inh -4.5.
For C=c1onc(-c2ccccc2)c1=c1[nH]/c(=C\c2cccc(OC)c2)c(=O)o1 the results were NPYLR7 agonist -0.8, hcGAS lum -2.0 and mcGAS inh -2.8.
`Cc1c(C(=O)O)[nH]c2c1C(=O)CC(C)(C)C2` gave NPYLR7 agonist -4.9 and hcGAS lum -5.6.
CCCn1c(C2CC(=O)N(c3ccccc3OCC)C2)nc2ccccc21 (stereo not given) was read as NPYLR7 agonist 2.3, hcGAS lum -6.5 and mcGAS inh -5.0.
`COCC(=O)Nc1ccc(-c2nc3cc(F)ccc3n2C)cc1C` gave NPYLR7 agonist -2.0 and hcGAS lum -3.0.
Cc1ccc(CN2CCN(N=Cc3cccc(Br)c3)CC2)c(C)c1 was read as NPYLR7 agonist -2.2, hcGAS lum -10.2 and mcGAS inh -7.3.
For CC(C)c1cc(C(=O)NCC2(c3ccc(F)cc3)CCOC2)n(C)n1 (stereo not given) the results were NPYLR7 agonist 15.8 and hcGAS lum -4.2.
OC1CCCCC1N1CCN(Cc2ccccc2F)CC1 (stereo not given) was read as NPYLR7 agonist -3.9, hcGAS lum -4.0 and mcGAS inh -10.5.
Screening CCOC(=O)C1CCCN(Cc2cn(C)nc2-c2cccc(Cl)c2)C1 (stereo not given) returned NPYLR7 agonist -0.3&-2.6, hcGAS lum -3.0&-1.5 and mcGAS inh -4.2.
Screening Cc1ccc2[nH]c3c(=O)n(CCC(=O)N4CCC(C(N)=O)CC4)cnc3c2c1 returned hcGAS lum -6.6 and mcGAS inh -7.6.
COc1ccccc1-n1ncc2c(=O)[nH]c(SCc3ccccc3)nc21 was read as NPYLR7 agonist -3.2, hcGAS lum -6.0 and mcGAS inh -6.8.
`CCCCNC(=O)Nc1ccc(C2NC(=S)N(CC)C(C)=C2C(=O)OCC(C)C)cc1` (stereo not given) gave hcGAS lum -13.6 and mcGAS inh -9.9.
Screening O=c1c2cc(NCc3c(F)cccc3Cl)ccc2nc2n1CCC2 returned NPYLR7 agonist 7.7 and hcGAS lum -6.5.
For CC(=O)c1ccc(N2CCN(C(=O)C3CC=CCC3C(=O)N3CCN(c4ccccn4)CC3)CC2)cc1 (stereo not given) the results were NPYLR7 agonist -2.6, hcGAS lum -10.3 and mcGAS inh -5.0.
Screening COC(=O)CN1C(=O)[C@H](CC(C)C)NC12CCN(C(=O)C1CCc3ccccc3C1)CC2 (stereo not given in full) returned NPYLR7 agonist -0.2 and hcGAS lum -7.3.
For COc1ccccc1OCC(=O)NC1CC(C)(C)Cc2c1cnn2-c1cccc(F)c1 (stereo not given) the results were NPYLR7 agonist 3.3, hcGAS lum -7.8 and mcGAS inh -11.2.
CSc1nc2nc(C)c(CCC(=O)NC(C)c3ccc(F)c(F)c3)c(C)n2n1 (stereo not given) was read as NPYLR7 agonist 2.8 and hcGAS lum -4.6.
For CCCN(CCC)CCSc1nc(O)c(C(C)C)c(=O)[nH]1 the results were NPYLR7 agonist 4.3, hcGAS lum -1.1 and mcGAS inh -2.7.

3 entries from above, ordered by count of non-hydrogen atoms, lowest first:
OC1CCCCC1N1CCN(Cc2ccccc2F)CC1 (stereo not given) was read as NPYLR7 agonist -3.9, hcGAS lum -4.0 and mcGAS inh -10.5.
For CC(C)c1cc(C(=O)NCC2(c3ccc(F)cc3)CCOC2)n(C)n1 (stereo not given) the results were NPYLR7 agonist 15.8 and hcGAS lum -4.2.
For CC(=O)c1ccc(N2CCN(C(=O)C3CC=CCC3C(=O)N3CCN(c4ccccn4)CC3)CC2)cc1 (stereo not given) the results were NPYLR7 agonist -2.6, hcGAS lum -10.3 and mcGAS inh -5.0.
